Assay outcomes deposited in PubChem BioAssay by several laboratories.
Salmonella PhoP GFP = inhibitors of PhoP regulon expression, primary screen, Salmonella Typhimurium, GFP reporter (AID 1863). S. Typhimurium PhoP-regulated promoter GFP reporter, 4 h; higher % means a stronger effect. one-dose inhibition, % at 50 µM; IC50 in µM for titrated hits. hit rate 0.16% among 300,000;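 active means inhibition over 29.93%, a cutoff 3 SD above the screen mean, later confirmed by dose response; inconclusive means inhibition over 29.93% but no dose response follow-up; inactive means inhibition at most 29.93% or unconfirmed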;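 further: 0% = low Mg2+ inducing control and 100% = high Mg2+ repressing control; strong numbers were not always called active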
UTI89 phage lysis = inhibition of K1F phage lysis, E. coli UTI89, bacterial capsule biogenesis inhibitors, alamar blue (AID 488966). inhibition, % at 100 µM, or IC50 in µM where a hit was titrated. E. coli UTI89 K1F phage lysis, alamar blue, 2 h; higher % means a stronger effect. hit rate 0.02% among 340,000;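 active means phage lysis inhibition, versus mean bacterial control, above a set limit; inconclusive means no clear call, values can overlap the other calls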;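 further: capsule biogenesis inhibitors block K1F phage lysis so surviving cells raise fluorescence; higher fluorescence means more inhibition of phage lysis; actives were called in the ten point dose series up to 300 µM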
Large T inhibition = SV40 large T antigen inhibitors, biochemical (AID 1903); inhibition, % at 20 µM, or IC50 in µM where a hit was titrated; SV40 large T antigen ATPase/helicase inhibition assay; higher % means a stronger effect; hit rate 0.39% among 310,000; in the data active means a potency from the dose series; inconclusive means inhibition mostly from about 32% at the one dose, without a potency; inactive means the rest, 99 in 100 with inhibition below about 32%; further: strong numbers were not always called active
T cell modulator = modulates CD8 T cell binding to vesicles; hit rate 0.068% among 330,000; calls only at 7 µM; 2C CD8+ T cell-vesicle binding, flow cytometry; hits give low values; AID 2052;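 active means response, share of CD8 T cells binding vesicles, and their 90th percentile fluorescence all below set limits, cut at about 80% in these data, passing the limit was not always enough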
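Material: murine 2C transgenic CD8+ T lymphocytes / Also added: QL9-peptide-loaded Drosophila micro-vesicles bearing Ld, ICAM-1 and B7-1 / Schedule: binding step 1.5 h, 37 °C, antibody labelling 20 min, ice / Signal: flow cytometry, PE anti-B7-1 (FL2) versus Alexa647 anti-CD8 (FL8), PFA-fixed / Evaluation: percent CD8+ FL2 mean versus row control / Benchmarks: naked versus QL9-loaded vesicles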
MgcRacGAP inhibition = MgcRacGAP GTPase-activating activity inhibitors, confirmation, biochemical, ADP Hunter fluorescence. MgcRacGAP-stimulated Rac1 GTP hydrolysis, ADP Hunter fluorescence; higher % means a stronger effect; GST-tagged Rac1 F28L mutant substrate. inhibition, % at 30 µM; hits with a dose series show IC50 in µM. hit rate 0.6% among 340,000. AID 624330;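 active means first-screen hits whose inhibition reached a set limit at any dose in the follow-up dose series; inconclusive means inhibition above the set first-screen limit but never retested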;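 further: fluorescence reports GDP produced by GAP-driven GTP hydrolysis; strong numbers were not always called active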
West Nile virus CPE = West Nile virus antiviral activity, cell-based, CPE readout (AID 1621); West Nile virus-infected cells, CPE inhibition; higher % means a stronger effect; CPE inhibition, % at 10 µM, or IC50 in µM where a hit was titrated; hit rate 0.02% among 290,000; in the data active means a potency from the dose series; inconclusive means CPE inhibition mostly from about 3.7% at the one dose, without a potency; inactive means the rest, 99 in 100 with CPE inhibition below about 2.2%; further: strong numbers were not always called active
NTR1 ag = NTR1-driven beta-arrestin-GFP spot formation – imaging, U2OS cells, high content, primary screen (AID 493036). hit rate 0.17% among 330,000. P30989. agonist mode. activation, % at 20 µM;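 active means activation at or above 40% of the spot to cytoplasm intensity ratio, with at least 20 cells analyzed; inconclusive means wells under 20 cells, flagged as cytotoxic or low count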;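 further: 0% = DMSO without peptide and 100% = 100 nM NTR1 peptide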
Target sequence (P30989 whole entry, looked up): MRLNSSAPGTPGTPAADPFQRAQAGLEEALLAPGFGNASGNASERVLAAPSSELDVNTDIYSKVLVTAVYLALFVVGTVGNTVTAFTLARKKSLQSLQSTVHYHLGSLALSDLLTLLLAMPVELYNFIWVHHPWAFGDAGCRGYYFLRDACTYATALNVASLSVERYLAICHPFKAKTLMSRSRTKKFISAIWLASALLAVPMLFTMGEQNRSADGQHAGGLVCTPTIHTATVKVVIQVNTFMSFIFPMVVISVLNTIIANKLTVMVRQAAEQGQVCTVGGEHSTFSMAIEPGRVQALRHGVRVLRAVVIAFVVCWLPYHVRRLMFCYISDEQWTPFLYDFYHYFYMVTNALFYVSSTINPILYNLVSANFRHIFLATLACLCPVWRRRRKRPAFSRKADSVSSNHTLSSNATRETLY
RSV antiviral HEp-2 = RSV antiviral activity via CPE protection, HEp-2 cells, primary 10 µM value included (AID 2391); one-dose CPE inhibition, % at 10 µM; IC50 in µM for titrated hits; HEp-2 cells, RSV-induced CPE inhibition; higher % means a stronger effect; hit rate 0.13% among 310,000; in the data active means a potency from the dose series; inconclusive means CPE inhibition mostly from about 23% at the one dose, without a potency; inactive means the rest, 99 in 100 with CPE inhibition below about 21%; further: strong numbers were not always called active
NS5 inhibitors = flavivirus cap methylation enzyme inhibition – biochemical, confirmation dose response, primary screen (AID 588689); Dengue-2 NS5 methyltransferase capping enzyme assay, biochemical; higher % means a stronger effect; one-dose inhibition, % at 25 µM; IC50 in µM for titrated hits; hit rate 0.3% among 340,000; in the data active means a potency from the dose series; inconclusive means inhibition above about 29% without an active follow-up result
T cell modulator vesicle-bound % = further read-out of T cell modulator, marked with its call; double positive events, %; measured here: CD8+ vesicle-bound cell fraction;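 binding gate set so that unloaded-vesicle control wells show 10% double positive cells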
NTR1 ag cell count 20 µM = recorded beside NTR1 ag, whose call it bears; cell count; measured here: cell count, cytotoxicity flag
An asterisk follows results filed as active; i = inactive; ? = inconclusive; · = no result given; [ ] = remark or other dose.

SMILES	Salmonella PhoP GFP	UTI89 phage lysis	Large T inhibition	T cell modulator	T cell modulator vesicle-bound %	MgcRacGAP inhibition	West Nile virus CPE	NTR1 ag	NTR1 ag cell count 20 µM	RSV antiviral HEp-2	NS5 inhibitors
Oc1ccc(CN2CCN(c3ncccn3)CC2)cc1	-1%	-1.4%	16%	i	47	21%	0.7%	-1.0	74	0.4%	6%
Cc1noc(C)c1C(=O)OCC(=O)NCCc1ccccc1	·	0.8%[50 µM]	·	i	29	3%	·	-2.0	56	-0.2%	-6%
COc1ccc(C2CC2/C(C)=N/OC(=O)C2CC2)cc1 (centres undefined)	-5%	-1.4%	-1%	i	56	2%	-1.2%	-0.7	28	0.2%	-1%
CCc1ccc(NC(=O)CSc2nc3ccccc3nc2N2CCCC2)cc1	·	0.5%	15%	i	59	5%	-1.6%	4.4	42	4.1%	-2%
CC(C)C(C(=O)NC1CCCCC1)N(CC1CCCO1)C(=O)CNS(=O)(=O)c1ccc(F)cc1 (centres undefined)	-7%	-0.1%	7%	i	15	5%	-0.3%	-0.5	53	-0.7%	-1%
Cc1c(C(=O)N2CCN(Cc3cccs3)CC2)oc2ccccc12	·	0.0%[50 µM]	·	i	22	11%	·	-3.2	17	·	2%
CCOc1cc(C(=O)Nc2ccc(N3CCN(S(C)(=O)=O)CC3)cc2)cc(OCC)c1OCC	-6%	-0.8%	5%	i	46	8%	0.3%	-1.3	61	0.1%	2%
Cc1ccccc1OCC(=O)N(Cc1cccs1)C1CCS(=O)(=O)C1 (centres undefined)	-4%	0.3%	7%	i	43	9%	-0.8%	9.5	94	6.2%	6%
CCc1nnc(N/N=C/c2ccc(N3CCC(C)CC3)c([N+](=O)[O-])c2)n1N	-4%	0.3%	3%	i	57	-6%	-0.4%	1.3	94	-0.3%	32%
Cc1cc(C(=O)CN2C(=O)NC3(CCCCC3C)C2=O)c(C)n1Cc1cccs1 (centres undefined)	-3%	0.4%	8%	i	43	4%	-0.8%	1.8	53	2.3%	-4%
C=CCn1c(SCC(=O)c2ccc(F)cc2)nnc1-c1ccc2c(c1)OCO2	-4%	-0.8%	7%	i	65	11%	-0.9%	0.9	39	4.1%	-6%
Cc1c(OCC(=O)NC(Cc2ccc(Cl)cc2)C(=O)O)ccc2c1oc(=O)c1ccccc12 (centres undefined)	0%	5.2%	14%	i	24	3%	-0.2%	2.9	75	11%	0%
CCCNC(=O)c1ccc(N2CCC3(CC2)CC(c2cccc(Br)c2)=NO3)c(N)c1	18%	5.8%	8%	i	42	10%	·	1.4	103	6.8%	-10%
Cc1coc2cc3oc(=O)c(CCC(=O)NCc4ccccn4)c(C)c3cc12	2%	3.5%	14%	i	21	1%	-1.6%	1.7	82	6.8%	2%
CCn1cc(CCCC(=O)NCc2cccc(OC)c2)c2ccccc21	-5%	-0.8%[50 µM]	18%	i	29	·	0.4%	0.0	86	9.0%	-3%
O=C(Cc1ccccc1)N1CCN(S(=O)(=O)c2ccc([N+](=O)[O-])cc2)CC1	2%	0.3%	5%	i	25	5%	0.6%	1.7	46	-1.5%	0%
CN1/C(=C\C(=O)c2oc3ccccc3c2N)C(C)(C)c2ccccc21	13%	0.5%[50 µM]	3%	i	15	10%	0.4%	46*	52*	11%	9%
Cc1ccc(OC(=O)c2sc(Cl)nc2C)cc1C	7%	0.8%[50 µM]	16%	i	36	7%	-0.6%	16	72	3.1%	-3%
CN(Cc1cccc([N+](=O)[O-])c1)Cc1cccc2ccccc12	-1%	-0.5%	10%	i	42	4%	0.1%	2.8	48	1.4%	·
CCCc1[nH]nc2c1C(Cc1ccccc1)C(C#N)=C(N)O2 (centres undefined)	-9%	0.4%	23%	i	47	3%	-0.1%	0.6	93	0.7%	3%
COC(=O)CNC(=O)Cc1c(C)n(C(=O)c2ccc(Cl)cc2)c2ccc(OC)cc12	-5%	-0.1%	-4%	i	60	3%	-0.6%	0.1	60	3.5%	0%
Cn1cccc1C(C#N)(CC#N)c1cccc(F)c1C#N (centres undefined)	7%	0.7%	6%	i	6	1%	1.6%	0.0	67	0.8%	-1%
CCNC(=S)Nc1ccc(Cl)c([N+](=O)[O-])c1	-2%	0.7%	22%	i	45	2%	-0.8%	0.9	53	5.7%	-4%
O=c1c2ccccc2c(-c2ccccc2)nn1Cc1ccc(Cl)cc1	0%	-0.5%	9%	i	50	-3%	-0.2%	2.3	40	2.5%	0%
CCOC(=O)c1ccc(NC(=O)c2nc[nH]c2C(=O)N(C)Cc2ccccc2)cc1	2%	1.1%	6%	i	29	4%	0.7%	23	74	0.3%	-1%
O=C(O)c1[nH]c2ccc(Cl)cc2c1CC(=O)N1CCN(c2ccccc2)CC1	-10%	-0.3%	22%	i	33	-2%	0.7%	-0.6	63	0.2%	13%
COC(=O)Cc1c[nH]c2cccc(OCC(O)CN(Cc3ccccc3)C(C)C)c12 (centres undefined)	4%	i	3%	i	25	5%	-1.4%	4.8	90	13%	-4%
O=C(O)c1ccc(NC2=C(Cl)C(=O)c3ccccc3C2=O)cc1	-8%	-3.0%[50 µM]	?	i	22	19%	-0.3%	-2.7	63	-4.1%	7.8µM*
OC(CNCC1(N2CCCCC2)CCCCC1)COc1ccc(Cl)cc1Cl (centres undefined)	-5%	0.4%	11%	i	39	18%	-0.8%	1.0	58	-2.0%	1%
COc1ccc(N2CCN(S(=O)(=O)c3ccc(OC)cc3)CC2)cc1	4%	3.8%	4%	i	6	10%	0.8%	-1.3	43	-0.1%	-6%
CC(C)NC(=O)CSc1nnc(-c2ccc(C(C)(C)C)cc2)n1C	9%	1.2%	0%	i	24	1%	-1.0%	-0.6	68	8.6%	-8%
Cc1ccc2[nH]c(C(=O)NN=C3CCCCC3)c(-c3ccccc3)c2c1	0%	0.4%	21%	i	39	3%	2.3%	2.5	71	-0.4%	-2%
Cc1ccc2[nH]c(O)c(N=Nc3nc4ccccc4s3)c2c1	-6%	0.4%[50 µM]	8%	i	8	0%	-0.3%	-0.7	59	0.6%	-4%
O=C(O)c1ccccc1C(=O)NCc1ccccc1	5%	0.5%	-1%	i	53	7%	0.6%	-0.9	69	0.3%	-5%
CC(=O)N(Cc1cc(=O)[nH]c2ccccc12)c1ccc(C)cc1	-15%	0.8%	22%	i	51	15%	0.1%	-1.7	51	1.6%	-1%
CCC(=O)NC1=C(Cl)C(=O)C(NC(=O)CC)=C(Cl)C1=O	-8%	-0.3%	·	·	·	23µM*	1.2%	30	82	·	5.2µM*
COc1ccc(C2=NN(C(C)=O)C(c3cccs3)C2)cc1OC (centres undefined)	13%	0.2%	12%	i	38	4%	-0.5%	0.7	70	1.1%	5%
Cc1ccccc1-n1c(C)nnc1SCC(=O)NNC(=O)c1ccccc1	12%	0.1%	15%	i	31	5%	0.1%	-0.3	38	1.2%	-3%
O=C(Cc1c(F)cccc1Cl)Nc1cccc(S(=O)(=O)NC2=NCCCCC2)c1	7%	0.6%[50 µM]	4%	i	26	1%	·	0.6	53	4.3%	-2%
NC(=O)CSc1nnc(-c2ccc(S(=O)(=O)N3CCCCC3)cc2)n1-c1ccccc1	-1%	3.7%	-3%	i	5	5%	-0.2%	1.0	51	0.2%	-7%

Quoted at random: 4 compounds from above
SMILES	Salmonella PhoP GFP	UTI89 phage lysis	Large T inhibition	T cell modulator	T cell modulator vesicle-bound %	MgcRacGAP inhibition	West Nile virus CPE	NTR1 ag	NTR1 ag cell count 20 µM	RSV antiviral HEp-2	NS5 inhibitors
CC(=O)N(Cc1cc(=O)[nH]c2ccccc12)c1ccc(C)cc1	-15%	0.8%	22%	i	51	15%	0.1%	-1.7	51	1.6%	-1%
Cc1ccccc1-n1c(C)nnc1SCC(=O)NNC(=O)c1ccccc1	12%	0.1%	15%	i	31	5%	0.1%	-0.3	38	1.2%	-3%
CC(C)NC(=O)CSc1nnc(-c2ccc(C(C)(C)C)cc2)n1C	9%	1.2%	0%	i	24	1%	-1.0%	-0.6	68	8.6%	-8%
Cc1ccc2[nH]c(C(=O)NN=C3CCCCC3)c(-c3ccccc3)c2c1	0%	0.4%	21%	i	39	3%	2.3%	2.5	71	-0.4%	-2%

(cont.)
SMILES	Salmonella PhoP GFP	UTI89 phage lysis	Large T inhibition	T cell modulator	T cell modulator vesicle-bound %	MgcRacGAP inhibition	West Nile virus CPE	NTR1 ag	NTR1 ag cell count 20 µM	RSV antiviral HEp-2	NS5 inhibitors
CC(C)(C)NC(=O)C(c1ccncc1)N(Cc1ccc(F)cc1)C(=O)c1ccc(-c2ccccc2)[nH]1 (centres undefined)	-3%	0.5%	2%	i	50	5%	0.4%	4.6	26	76%	-5%
C/C(=N\N(Cc1ccccc1)c1ccccc1)c1ccncc1	6%	-0.1%	4%	i	36	5%	0.3%	7.9	81	0.1%	-2%
CCN(CC(=O)Nc1c(C(=O)OC)[nH]c2ccc(Cl)cc12)c1ccc2c(c1)OCO2	22%	0.4%	3%	i	45	12%	0.3%	6.9	35	19%	?
COc1ccc(Nc2cc(C(=O)NCCCN3CCOCC3)c3ccccc3n2)cc1	2%	0.1%	6%	i	25	15%	0.3%	-1.2	69	0.1%	0%
COc1ccc(S(=O)(=O)N2CCC(C(=O)NC3CCCCC3)CC2)cc1OC	0%	0.2%[50 µM]	8%	i	47	8%	·	0.7	71	0.0%	1%
COc1cc(OC)cc(-c2cc3ncccc3cn2)c1	·	4.4%	·	i	56	10%	·	-0.9	51	2.5%	0%
COc1ccc(NC(=O)c2cc(C)no2)cc1	15%	0.1%	14%	i	14	3%	0.8%	-0.9	99	-3.1%	-7%
CCOC(=O)CCCCC(=O)c1[nH]c(=O)[nH]c1CSc1nc(C)cc(=O)[nH]1	12%	-0.1%	13%	i	21	0%	0.0%	-0.2	49	1.6%	-8%
CCOc1ccc2c(c1)C(C)=CC(C)(C)N2	·	-1.0%	·	i	35	10%	·	-1.7	54	2.4%	-1%
